L3MBTL1 block – L3MBTL1 (human) inhibition | hit rate 0.66% among 230,000 | AlphaScreen L3MBTL1–H3K9me1 peptide binding | AID 485360 | Q9Y468 | Potency, µM (series often up to 57.1 µM), without a hit: at the highest dose activity, negative = inhibition, most hits filed as inhibitors; active = well fitted inhibition curve with a large enough effect; inconclusive = small, poorly fitted or top-dose-only effect; inactive = no such curve, though single readings can be large or run the other way; note: nearly all actives have a fitted effect of over 60% in size
Target sequence (Q9Y468 whole entry, looked up): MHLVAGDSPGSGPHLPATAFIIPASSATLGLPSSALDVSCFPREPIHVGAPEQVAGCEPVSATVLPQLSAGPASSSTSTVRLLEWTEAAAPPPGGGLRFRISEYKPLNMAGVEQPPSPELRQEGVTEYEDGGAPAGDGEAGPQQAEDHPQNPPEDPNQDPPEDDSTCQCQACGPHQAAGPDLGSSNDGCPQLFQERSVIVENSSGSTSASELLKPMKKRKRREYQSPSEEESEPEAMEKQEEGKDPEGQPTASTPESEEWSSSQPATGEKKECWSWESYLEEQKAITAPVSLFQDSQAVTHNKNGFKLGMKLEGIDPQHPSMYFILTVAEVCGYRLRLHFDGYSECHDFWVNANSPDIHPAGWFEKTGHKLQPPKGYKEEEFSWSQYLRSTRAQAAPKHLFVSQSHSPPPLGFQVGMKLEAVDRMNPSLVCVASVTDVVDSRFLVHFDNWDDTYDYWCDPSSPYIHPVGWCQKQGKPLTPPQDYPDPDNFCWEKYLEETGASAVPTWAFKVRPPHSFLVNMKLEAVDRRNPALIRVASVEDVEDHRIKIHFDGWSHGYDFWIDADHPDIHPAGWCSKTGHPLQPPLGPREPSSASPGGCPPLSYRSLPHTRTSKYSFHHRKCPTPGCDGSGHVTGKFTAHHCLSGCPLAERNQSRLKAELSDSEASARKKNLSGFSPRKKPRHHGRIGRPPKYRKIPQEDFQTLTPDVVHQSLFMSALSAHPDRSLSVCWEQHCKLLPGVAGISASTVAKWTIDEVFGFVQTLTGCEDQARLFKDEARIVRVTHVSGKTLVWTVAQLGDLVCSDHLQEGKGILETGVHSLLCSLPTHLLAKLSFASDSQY
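AlphaScreen proximity signal between nickel-chelate acceptor and streptavidin donor beads (final 10 ug/mL) reports binding of 50 nM L3MBTL1 to 75 nM biotin-H3 K9me1 peptide; complex incubated with compounds 30 min at room temperature; cefsulodin titration as control.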
The depositor's hits bear a star; ? = inconclusive; [ ] = another dose, or the depositor's remark. % is set by controls: 0 for no effect and ±100 for the full control effect; potency is the fitted concentration of half-maximal effect.

L3MBTL1 block | SMILES
2% | CN(C)C(=O)CCC(=O)N(C)CC1CCCN(CCc2ccc(F)cc2)C1 (stereo not drawn)
7% | CC(=O)c1cccc(NC(=O)COC(=O)CCNS(=O)(=O)c2ccccc2)c1
1% | CC(C)(C)[C@H]1COC(=O)[C@@H](Cc2ccc(F)cc2)C/C=C\C[C@@H](CC(=O)N[C@H](CO)Cc2ccccc2)C(=O)N1
1% | CC(=O)c1sc(NC(=O)CCN2C(=O)C3CC=CCC3C2=O)nc1-c1ccccc1 (stereo not drawn)
7% | Cc1ccc(C(C)C)cc1OCCn1cncn1
-7% | Cn1c(N)c(C(=O)CSc2nnc(-c3cccs3)n2C2CC2)c(=O)[nH]c1=O
-8%[2.29 µM] | COCCCNC(=S)N1CCN(c2nc(-c3ccc(F)cc3)cs2)CC1
29% | COc1ccc(C)cc1S(=O)(=O)NC1CC1
-8% | O=C(CCl)NC(Cc1c[nH]c2ccc(OCc3ccccc3)cc12)C(=O)O (stereo not drawn)
0% | CC1CC(C)CN(C(=O)COC(=O)c2nccnc2N)C1 (stereo not drawn)
8% | O=C1NC(c2ccc(Br)cc2)Nc2ccccc21 (stereo not drawn)
0% | CN(C(=O)COC(=O)c1cc2ccccc2cc1O)C1CCCCC1
-1% | COc1ccc([N+](=O)[O-])cc1NC(=O)C(C)OC(=O)CC1CCCC1 (stereo not drawn)
-1% | O=C(CN1C(=O)NC2(CCCCC2)C1=O)NCCc1ccccc1
2% | Cc1ccc(-n2ccnc(SCC(=O)NC3CCCC3)c2=O)cc1Cl
12% | COc1cccc(-c2nc(CS(=O)CC(=O)NC3CCCCC3)c(C)o2)c1 (stereo not drawn)
-1% | CN(c1ccccc1)S(=O)(=O)c1cccc(NC(=O)c2cccc(C#N)c2)c1
5% | CCCOc1ccc(C(C)=O)cc1Cc1c(O)nc(SC)[nH]c1=O
10% | CC(C)NC(=O)N(C)C[C@H]1Oc2c(NS(=O)(=O)c3cccs3)cccc2C(=O)N([C@H](C)CO)C[C@@H]1C
4% | COc1ccc(OC)c(N=C2SCCCN2C(=O)c2ccc(N3C(=O)CCC3=O)cc2)c1
4% | Nc1c(N(CCC2=CCCCC2)C(=O)c2ccccc2F)c(=O)[nH]c(=O)n1Cc1ccccc1
0% | CCc1noc(C)c1C(=O)Nc1nc2c(C)cc(C)cc2s1
-1% | Cc1c(C(=O)OCC(=O)NC2CCCCC2)oc2ccccc12
-3% | O=C(COC(=O)c1cccc(S(=O)(=O)N2CCCCCC2)c1)Nc1ccccc1
? | O=[N+]([O-])c1ccc(Nc2ccccc2O)c2nonc12
-1% | COc1ccc(-c2csc(N(CCCN(C)C)C(=O)c3ccc(F)cc3)n2)cc1
47%[activator] | O=C(OCc1ccc(Br)cc1)c1cccc(S(=O)(=O)N2CCCC2)c1
-4% | NC(N)=NCCCC(NC(=O)c1ccccc1)C(=O)Nc1ccc([N+](=O)[O-])cc1 (stereo not drawn)
5% | COc1ccc(CNC(=O)CNC(=O)c2sc3ccccc3c2Cl)cc1OC
-8% | CC1Cc2ccccc2N1S(=O)(=O)c1cccc(C(=O)OCC(=O)N2CCOCC2)c1 (stereo not drawn)

In the list so far, 3 have a Cl atom.
L3MBTL1 block | SMILES
-8% | O=C(CCl)NC(Cc1c[nH]c2ccc(OCc3ccccc3)cc12)C(=O)O (stereo not drawn)
2% | Cc1ccc(-n2ccnc(SCC(=O)NC3CCCC3)c2=O)cc1Cl
5% | COc1ccc(CNC(=O)CNC(=O)c2sc3ccccc3c2Cl)cc1OC

4 of these compounds in a different format:
canonical_smiles: O=C1NC(c2ccc(Br)cc2)Nc2ccccc21 (stereo not drawn)
  L3MBTL1 block = 8%

canonical_smiles: CN(C(=O)COC(=O)c1cc2ccccc2cc1O)C1CCCCC1
  L3MBTL1 block = 0%

canonical_smiles: COc1ccc([N+](=O)[O-])cc1NC(=O)C(C)OC(=O)CC1CCCC1 (stereo not drawn)
  L3MBTL1 block = -1%

canonical_smiles: O=C(CN1C(=O)NC2(CCCCC2)C1=O)NCCc1ccccc1
  L3MBTL1 block = -1%

Next results.
L3MBTL1 block | SMILES
1% | COc1ccc(CNCc2ccc(C)cc2)c(OC)c1
3% | COc1ccc(C(=O)N/C(=C\c2ccccc2)C(=O)Nc2ccc(C(=O)NCC(=O)O)cc2)cc1
-5% | c1ccc2c(OCCCCN3CCOCC3)cccc2c1
1% | COC(=O)C1CCN(C(=O)CN2C(=O)NC3(CCC(C)CC3)C2=O)CC1 (stereo not drawn)
2% | CC(=O)Nc1ccc(NC(=O)C(C)Sc2n[nH]c(-c3cccs3)n2)cc1 (stereo not drawn)
8% | O=C(Cc1ccc(S(=O)(=O)N2CCOCC2)s1)Nc1cc(C(F)(F)F)cc(C(F)(F)F)c1
-2% | CN(C)S(=O)(=O)c1ccc(N2CCCC2)c(C(=O)NCC(=O)Nc2ccc(F)c(F)c2)c1
-5% | Nc1cccc2cc(-c3ccccc3)oc12
2% | Cc1cc(C)cc(OCC(=O)Nc2cc(NC(=O)COc3cc(C)cc(C)c3)cc(C(=O)O)c2)c1
4% | CN(CC(=O)Nc1ccccc1Br)C(=O)CN1CCN(Cc2ccc(Cl)cc2)CC1
-4% | CN(C(=O)c1ccco1)c1nc(-c2ccccc2)cs1
-10% | CN(C)C(CNC(=O)c1ccc(NS(=O)(=O)c2ccc3[nH]c(=O)[nH]c3c2)cc1)c1ccccc1 (stereo not drawn)
-3% | COc1ccc(-c2cccc(NS(=O)(=O)c3cc([N+](=O)[O-])c(C)c([N+](=O)[O-])c3)c2)nn1
-9% | CS(=O)(=O)N1CCc2cc(C(=O)Nc3cccc([N+](=O)[O-])c3)ccc21
0.79µM* | Cc1c(C)c2cccnc2c2ncccc12
3% | CCN(CC(=O)Nc1ccc(NC(C)=O)cc1)C(=O)c1ccc(NC2CC2)c([N+](=O)[O-])c1
1% | COc1ccc(CCNC(=O)COC(=O)/C=C/c2ccc3c(c2)OCO3)cc1
? | COc1ccc(Cl)cc1C(=O)OCC(=O)Nc1sccc1C(N)=O
-4% | CCCN(C(=O)Cn1c(C(F)(F)F)nc2ccccc21)C1CCS(=O)(=O)C1 (stereo not drawn)
9% | N#Cc1ccc(CSc2ccc(S(=O)(=O)N3CCCC3)cn2)cc1
6% | COc1ccc(NC(=O)CSc2nnc3ccc(-c4cccnc4)nn23)cc1OC
-3% | CC(=O)Nc1ccc(S(=O)(=O)N2CCC(N3CCCCCC3)CC2)cc1
4% | CN(C(=O)COC(=O)CCC(=O)c1ccc(Cl)cc1)c1c(N)n(Cc2ccccc2)c(=O)[nH]c1=O
-8% | Cc1ccc(C(=O)Nc2ccc3c(c2)C(=O)NC3=O)cc1
8% | CCOC(=O)c1ccc(NC(=O)c2nc[nH]c2C(=O)NCCNC(=O)c2[nH]cnc2C(=O)Nc2ccc(C(=O)OCC)cc2)cc1
1% | COc1ccc(C(=O)NCC(=O)OCc2ccc(Cl)cc2Cl)cc1OC
9% | CCCC[C@H]1COCCS(=O)(=O)N1Cc1cccc(F)c1
8% | Clc1ccc(CN2CCN(c3ncccn3)CC2)c(Cl)c1
0% | CCC(C)(C)C1CCC2(CC1)NC(=O)N(CC(=O)NCCc1c[nH]c3ccccc13)C2=O (stereo not drawn)
-2% | CN1CCC(N(C)C(=O)c2ccc(Cl)c(S(=O)(=O)N3CCc4ccccc43)c2)CC1

The list goes on:
L3MBTL1 block | SMILES
-2%[2.29 µM] | Cc1ccccc1CSCC(=O)Nc1ccccc1F
6% | CC[C@@H]1CCCCc2ccccc2[C@H](C(=O)C[C@@H](O)CC(C)=O)OC1=O
-3% | CC1(NC(=O)c2cccc(S(=O)(=O)N3CCCc4ccccc43)c2)CCS(=O)(=O)C1 (stereo not drawn)
-1% | COC(=O)C1CCN(C(=O)COC(=O)c2oc3ccccc3c2C)CC1
-2% | CN(CC(=O)Nc1cccc(F)c1)CC(=O)N1CCc2ccccc21
1% | O=C(NCCc1ccccc1)c1ccc2nc(N3CCOCC3)sc2c1
0% | COCCN(C(=O)c1cc(-c2ccncc2)nc2ccccc12)c1c(N)n(CC(C)C)c(=O)[nH]c1=O
3% | O=C(NCC1COc2ccccc2O1)C1CCN(S(=O)(=O)c2ccc(Cl)cc2)CC1 (stereo not drawn)
-1% | CCN1C(=O)C(=O)c2cc(C)ccc21
-4% | Cc1nc(NC(=O)COC(=O)CNC(=O)c2ccco2)c(Cl)cc1Cl
1% | CCCn1nc(C(=O)OCC(=O)Nc2ccc(C(N)=O)cc2)c2ccccc2c1=O
3% | COc1cccc(-c2c(-c3cc(OC)cc(OC)c3)n(C)c3ccc(-c4cnc(N5CCOCC5)nc4)cc23)c1
-8% | Cc1cccc(NC(=O)CNC(=O)c2cccs2)n1
-1% | O=C(Cc1ccc(S(=O)(=O)N2CCOCC2)s1)NNC(=O)c1ccccc1Cl
1% | CC(OC(=O)Cc1n[nH]c(=O)c2ccccc12)C(=O)Nc1cc(Cl)cc(Cl)c1 (stereo not drawn)
2%[2.29 µM] | O=C(NC(=S)NCc1ccccc1)c1ccccc1Br
1% | C=CC[C@@H](CC(=O)N[C@H](CO)Cc1ccccc1)C(=O)N[C@@H](C)COC(=O)[C@@H](CC=C)Cc1ccc(F)cc1
-11% | CC[C@@H](C)[C@@H]1CN([C@@H](CN2CCC[C@H]2CN2C(N)=NC[C@H]2C(C)C)C(C)C)C(=N)N1CCc1ccc(Cl)c(Cl)c1
5% | O=C(COC(=O)Cc1ccc(F)cc1)NC1CCCCCC1
-4% | CSCCC(=O)NC1CCCN(CCc2ccccc2)C1 (stereo not drawn)
5% | Cc1ccc(C(=O)NCC(=O)OCCCn2c(=O)[nH]c3ccccc32)cc1
? | C=CC(C)(C)O[C@@H]1O[C@H](CO)[C@@H](O)[C@H](O)[C@H]1O
-7% | CCOC(=O)C1=C(C)N(C[C@@H]2CC[C@@H](Cc3ccc(-c4ccccc4)cc3)O2)C(=O)NC1c1ccc([N+](=O)[O-])cc1 (stereo partly drawn)
7% | CN(CC(=O)NCCCc1ccccc1)S(=O)(=O)c1ccc(Br)cc1
-4% | Cc1nn(CC(=O)NC(=O)c2ccccc2)c(C)c1[N+](=O)[O-]
1% | Cc1ccc(NC(=O)Cn2cnc([N+](=O)[O-])c2)cc1C
-5% | Cc1ccc(NC(=O)C2C3CCCCC32)cc1[N+](=O)[O-] (stereo not drawn)
-4% | Cc1ccc(C2=NS(=O)(=O)N(C)C(C(=O)NCc3ccccc3)=C2)cc1
8% | CC1CC(C)CN(S(=O)(=O)c2ccc(NC(=O)C3CSC4(C)CCC(=O)N34)cc2)C1 (stereo not drawn)
-14% | O=C(c1cc(-c2ccc(O)cc2)on1)N1CCN(c2ccc(F)cc2)CC1

Reprinted from the part before: 4 entries, followed by the next part.
L3MBTL1 block | SMILES
-5% | Cc1ccc(NC(=O)C2C3CCCCC32)cc1[N+](=O)[O-] (stereo not drawn)
-4% | Cc1ccc(C2=NS(=O)(=O)N(C)C(C(=O)NCc3ccccc3)=C2)cc1
8% | CC1CC(C)CN(S(=O)(=O)c2ccc(NC(=O)C3CSC4(C)CCC(=O)N34)cc2)C1 (stereo not drawn)
-14% | O=C(c1cc(-c2ccc(O)cc2)on1)N1CCN(c2ccc(F)cc2)CC1
-1% | CC1CC(C)CN(C(=O)c2cccc(N3C(=O)c4ccccc4C3=O)c2)C1 (stereo not drawn)
-3% | O=C(CNC(=O)c1ccccc1)NCCCSc1ccccc1
1% | Cc1ccc(C(=O)OCC(=O)N(C)c2c(N)n(Cc3ccccc3)c(=O)[nH]c2=O)s1
4% | O=C(OCc1cc(=O)oc2cc(O)ccc12)c1cc(S(=O)(=O)N2CCOCC2)ccc1F
-9% | C=CCn1c(C)cc(-c2csc(NC(=O)CCc3nc4ccccc4c(=O)[nH]3)n2)c1C
0% | CCOC(=O)C1CCCN(C(=O)c2cccc(S(=O)(=O)N(C)c3ccc(C)cc3)c2)C1 (stereo not drawn)
-1% | COc1ccc(NC(=O)[C@@H](NC(=O)N2C[C@H]3C[C@@H](C2)c2cccc(=O)n2C3)C(C)C)cc1OC
2% | CC(=O)Nc1ccc2nc(NC(=O)c3ccco3)sc2c1
-3% | CCOC(=O)c1c(C)[nH]c(C(=O)OCC(=O)N(CC(C)C)C2CCS(=O)(=O)C2)c1C (stereo not drawn)
2% | O=C(O)c1ccc(Nc2ccc3nonc3c2[N+](=O)[O-])cc1
1% | COc1ccc([C@@H]2[C@@H]3C(=O)N(C(C)(C)C)C(=O)[C@@H]3[C@]3(C)C(=O)N(c4ccc(C)cc4)C(=O)N23)cc1
2% | N#Cc1ccc(NC(=O)C2=COCCO2)cc1
9% | COc1ccc(-c2noc(CCC(=O)N3CCN(c4ccccc4F)CC3)n2)cc1
-2% | Cc1ccc(CNC(=O)CCC(=O)N2CC(C)Oc3ccc(Cl)cc32)cc1 (stereo not drawn)
1% | O=C(c1ccc(F)cc1)N1CCC(C(=O)N2CCN(S(=O)(=O)c3cccc(F)c3)CC2)CC1
-9% | C=CCC[C@H](Cc1ccc(F)cc1)C(=O)OC[C@@H](Cc1c[nH]c2ccccc12)NC(=O)[C@@H](CC=C)CC(=O)N[C@@H](CO)Cc1ccccc1
8% | CC(=O)C[C@@H](O)CC(=O)[C@H]1OC(=O)[C@H](C)C/C=C\Cc2ccccc21

A portion of the library; rates above refer to the full screens.
